ADAM17 inh: ADAM17 inhibitors, primary screen, biochemical, QFRET. recombinant ADAM17, EDANS/DABCYL FRET peptide cleavage. inhibition, % at 6.95 µM. hit rate 0.83% among 370,000. AID 720648, 2013;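 active means inhibition above the mean of compounds lying between control limits plus 3 SD, set per campaign, cut at about 8.5% in these data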;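 further: 0% = DMSO-only wells as the low control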
Target sequence (P78536 215-824 limits assumed): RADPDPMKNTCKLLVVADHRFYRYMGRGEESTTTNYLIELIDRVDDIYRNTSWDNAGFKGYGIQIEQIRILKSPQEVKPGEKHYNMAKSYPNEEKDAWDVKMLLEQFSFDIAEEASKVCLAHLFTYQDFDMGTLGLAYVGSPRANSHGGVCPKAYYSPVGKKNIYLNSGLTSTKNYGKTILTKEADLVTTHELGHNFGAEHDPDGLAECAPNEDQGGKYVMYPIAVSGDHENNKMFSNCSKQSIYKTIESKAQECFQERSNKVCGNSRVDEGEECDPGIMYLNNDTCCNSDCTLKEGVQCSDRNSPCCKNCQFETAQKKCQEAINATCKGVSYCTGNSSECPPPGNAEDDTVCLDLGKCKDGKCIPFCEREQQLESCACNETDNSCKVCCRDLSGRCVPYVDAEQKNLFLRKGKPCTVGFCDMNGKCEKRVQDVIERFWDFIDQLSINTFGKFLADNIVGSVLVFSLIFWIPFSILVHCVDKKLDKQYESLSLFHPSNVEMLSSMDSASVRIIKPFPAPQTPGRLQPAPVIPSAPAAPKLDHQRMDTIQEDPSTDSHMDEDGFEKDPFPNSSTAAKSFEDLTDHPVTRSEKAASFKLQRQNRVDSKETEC
DDE Tn7 FP inh: inhibitors of Tn7 peptide binding to fibrin DD(E), primary screen, biochemical, fluorescence polarization, human fibrin, Tn7 probe; AID 720508, 2013; hit rate 0.13% among 370,000; FP displacement of FITC-Tn7 peptide from fibrin DD(E); 0% = median of compound wells per plate; inhibition, % at 8.3 µM; Fibrinogen beta chain (Homo sapiens), P02675;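 active means inhibition above the mean of compounds falling within the control limits plus 3 SD of them, cut at about 14% in these data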;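 further: 0% = plate median of compound wells and 100% = 10 µM Aha-Tn7 peptide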
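system = human fibrin DD(E) protein | quantity = DD(E) 2 µM final | medium = Tris/NaCl/CaCl2 buffer, pH 7.8 | also added = labelled Tn7 tracer, 0.1 µM | compound dosing = single point at 8.3 µM | timing = compound with protein 10 min, then 3 h after probe, room temperature | signal = FP measurement | benchmarks = Aha-Tn7 high control | repeats = one replicate per compound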
ARFGAP1 inh: inhibitors of rat ARFGAP1 GAP activity, primary screen, biochemical, fluorescence polarization, GDP tracer; Arfgap1-stimulated ARF1 GTP hydrolysis, GDP FP detection; inhibition, % at 16.5 µM; hit rate 0.26% among 360,000;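 active means inhibition above a per-plate limit, mean inhibition of low control wells plus 3 SD, cut at about 25% in these data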;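 further: 0% = DMSO wells with enzyme and 100% = wells lacking Arfgap1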
Target sequence (Q62848 1-136 limits assumed): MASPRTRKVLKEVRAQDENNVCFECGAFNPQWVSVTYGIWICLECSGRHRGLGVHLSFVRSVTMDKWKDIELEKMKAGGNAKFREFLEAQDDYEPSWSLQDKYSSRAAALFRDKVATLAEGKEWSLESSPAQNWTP
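Assay system: Rat Arfgap1 GAP domain (His6, aa 1-136), purified enzyme | Buffer or medium: HEPES 25 mM pH 7.5, NaCl 150 mM, MgCl2, DTT | Schedule: GTP hydrolysis reaction 2 h at 25 °C | Signal: FP of antibody-bound GDP Alexa 633 tracer, ex 620/em 688 nm | Measure: Percent inhibition of Arfgap1-stimulated GTP hydrolysis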
ASAP1 GAP inh: inhibitors of human ASAP1 ArfGAP activity, primary screen, biochemical, fluorescence polarization; ASAP1-stimulated ARF1 GTP hydrolysis, GDP FP detection; inhibition, % at 16.5 µM; hit rate 0.19% among 360,000; AID 624377, 2012; in the data active means inhibition above about 25%;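 further: 0% = vehicle with enzyme and substrate and 100% = no enzyme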
TDP2 inh: human TDP2 enzyme inhibitors, primary screen, biochemical, epi absorbance, recombinant enzyme | Tyrosyl-DNA phosphodiesterase 2 (Homo sapiens), O95551 | T5PNP hydrolysis, p-nitrophenol absorbance 415 nm | inhibition, % at 12.8 µM | hit rate 0.34% among 370,000 | AID 720702, 2013;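 active means inhibition above the mean of all tested compounds plus 3 SD, set per campaign, cut at about 25% in these data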;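 further: 0% = DMSO with enzyme and 100% = buffer with substrate but no TDP2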
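System – recombinant human TDP2 · Quantity – TDP2 enzyme at 120 nM final · Doses – single concentration, 12.8 µM nominal, with 1% DMSO · Incubation – 2 h at 37 °C · Measured by – epi absorbance of p-nitrophenol freed from T5PNP by hydrolysis · Read-out – % inhibition relative to enzyme-containing and enzyme-free wells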
DDE Tn6 FP inh: inhibitors of Tn6 peptide binding to fibrin DD(E), primary screen, biochemical, fluorescence polarization, human fibrin, Tn6 probe | hit rate 0.21% among 370,000 | AID 720509, 2013 | Fibrin DD(E) TRITC-Tn6 fluorescence polarization displacement | inhibition, % at 8.3 µM;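 active means inhibition above a per-campaign cutoff: mean of compounds within control limits plus 3 SD, cut at about 15% in these data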;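 further: 0% = median of all compound wells on the plate and 100% = blocking peptide control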
LEDGF integ inh: blockers of LEDGF/p75-dependent integrase strand transfer – biochemical, TR-FRET, high throughput, primary screen | TR-FRET IN-LEDGF/p75 DNA integration, Eu/Cy5 | inhibition, % at 3.7 µM | hit rate 0.64% among 370,000 | AID 743269, 2014;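 active means inhibition above the screen-wide mean plus 3 SD, cut at about 13% in these data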;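 further: signal is the Cy5 over europium emission ratio at 671 and 618 nm; 0% = plate median of compound wells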
PLC-gamma1 inh: PLC-gamma1 enzyme inhibitors, primary screen, biochemical, fluorescence, purified enzyme | 1-phosphatidylinositol 4,5-bisphosphate phosphodiesterase gamma-1 (Homo sapiens), P19174 | fluorogenic substrate | inhibition, % at 12.2 µM | hit rate 0.84% among 370,000; in the data active means inhibition above about 9.5%
proKLK7 act: proKLK7 zymogen activators, primary screen, biochemical, fluorescence intensity; activation, % at 7 µM; purified proKLK7, EDANS-DABCYL substrate fluorescence; 100% is mature enzyme control, 0% vehicle; AID 652039, 2013; hit rate 0.9% among 370,000;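 active means activation above the mean of all tested compounds plus 3 SD, computed per campaign excluding outliers beyond control limits, cut at about 13% in these data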
Target sequence (P49862 whole entry, looked up): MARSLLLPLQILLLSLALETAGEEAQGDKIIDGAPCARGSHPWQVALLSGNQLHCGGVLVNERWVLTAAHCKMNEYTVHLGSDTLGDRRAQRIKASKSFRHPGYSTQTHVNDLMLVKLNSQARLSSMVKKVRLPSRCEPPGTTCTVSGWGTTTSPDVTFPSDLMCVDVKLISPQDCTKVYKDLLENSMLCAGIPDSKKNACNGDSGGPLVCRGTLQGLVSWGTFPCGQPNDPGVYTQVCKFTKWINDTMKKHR
ADAM10 inh: human ADAM10 inhibitors, primary screen, biochemical, QFRET, HTS; Disintegrin and metalloproteinase domain-containing protein 10 (Homo sapiens), O14672; recombinant ADAM10, EDANS/DABCYL FRET peptide cleavage, 3 h; inhibition, % at 7 µM; hit rate 0.62% among 370,000; AID 720582, 2013;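 active means inhibition above a per-campaign cutoff equal to the mean of compounds falling between control-based bounds plus 3 SD, cut at about 20% in these data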;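 further: 0% = DMSO wells while the 100% control is not disclosed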
* = called active by the depositor.

cpd	Structure	ADAM17 inh	DDE Tn7 FP inh	ARFGAP1 inh	ASAP1 GAP inh	TDP2 inh	DDE Tn6 FP inh	LEDGF integ inh	PLC-gamma1 inh	proKLK7 act	ADAM10 inh
1	CCOC(=O)C1CCN(C(=O)Cn2c(=O)oc3cc(S(=O)(=O)N4CCCC4)ccc32)CC1	-1	-3	3	1	0	6	1	4	-0.5	0
2	CCn1cc(C(=O)NCc2cccs2)c(=O)c2cc(S(=O)(=O)N3CCOCC3)ccc21	-5	7	13	-3	-3	-3	-1	2	0.9	-7
3	Nc1c(N(Cc2ccccc2)C(=O)COc2ccc(F)cc2Cl)c(=O)[nH]c(=O)n1Cc1ccccc1	0	-4	-19	-2	-8	-3	6	6	0.0	7
4	O=S(=O)(c1cnc[nH]1)N1CCN(c2ccccc2)CC1	0	-8	-1	-5	-1	-2	2	2	-0.1	-7
5	Clc1ccc(OCc2nnc3n2CCCCC3)c(Cl)c1	-6	-3	1	-1	-6	3	-5	0	0.3	-9
6	CCn1nc(NC(=O)C(C)C)c2cc3cccc(C)c3nc21	-13	5	-1	2	-22	-2	-2	-101	62*	-13
7	Cc1ccc2nsnc2c1NC(=O)CCl	-8	2	0	-8	6	1	-2	-34	0.3	-15
8	COc1c(F)c(F)c(-c2csc(N)n2)c(F)c1F	-10	-2	-6	1	0	0	0	-3	0.6	-22
9	O=C(Cc1ccccc1)Nc1c(C(=O)N2CCCCCC2)cnn1-c1ccccc1	-5	0	8	-2	6	-1	0	0	-0.1	-10
10	Cc1ccc(C2CC(c3cccs3)=NN2C(=O)CSC2=NCCS2)cc1 (configuration not stated)	-16	9	-8	-4	1	-1	2	-45	-0.6	-49
11	COc1ccc(NC(=O)c2cc(-c3ccncc3)nc3ccccc23)c(OC)c1	7	5	11	0	-6	3	-2	1	0.1	-8
12	COc1ccc(NC(=O)CC2SC(=NCC3CCCO3)NC2=O)cc1 (configuration not stated)	-2	5	2	0	5	4	-2	2	0.0	-1
13	COc1ccc(CCNC(=S)N2CCN(S(=O)(=O)c3ccccc3)CC2)cc1	5	-1	7	1	2	1	5	2	0.7	16
14	CC1=CC(C)(C)Nc2ccc(OC(=O)C(Cc3ccccc3)N3C(=O)c4ccccc4C3=O)cc21 (configuration not stated)	-2	3	4	5	-4	-2	2	2	0.5	1
15	O=C(Nc1ccccc1)N1CCN(c2cccc(C(F)(F)F)c2)CC1	3	-7	-9	6	-9	0	0	5	0.6	18
16	O=C(NCCN1CCCC1)c1cccc(Cl)c1	-2	-6	-1	4	-1	5	1	2	0.2	-7
17	COc1ccc(C(=O)c2c3ccc(C(F)(F)F)cc3[n+]([O-])n2CCCN)cc1	-3	-3	4	-8	-9	-8	-2	-5	1.3	-10
18	O=[N+]([O-])c1ccccc1SNc1ccccn1	4	-7	7	6	7	3	0	1	0.2	8
19	CCOc1cc(CN2CCC(CO)(Cc3cccc(C(F)(F)F)c3)CC2)ccc1OC	-2	1	1	-12	-9	-5	0	1	0.3	-4
20	CCC(c1nnnn1C1CCCC1)N1CCC(C(N)=O)CC1 (configuration not stated)	0	10	-1	-7	-2	2	-6	4	0.2	-2
21	Cc1cc(C(=O)N/N=C/c2c(CO)cnc(C)c2O)c2ccccc2n1	-21	10	10	-5	-19	-6	-7	-37	-3.5	-62
22	CC(CC(=O)Nc1ccc(F)c([N+](=O)[O-])c1)c1ccccc1 (configuration not stated)	1	5	13	9	0	3	-5	0	-0.4	6
23	O=c1c([N+](=O)[O-])c(N2CCCC2)c2ccccc2n1-c1ccccc1	-3	7	-2	3	-5	0	0	0	0.2	5
24	CC1CN(C(=S)Nc2ccc(SC(F)F)cc2)CC(C)O1 (configuration not stated)	-3	4	-6	4	9	3	-4	-1	-0.3	4
25	CCCn1c(N2CCOCC2)nc2c1c(=O)[nH]c(=O)n2C	-2	-6	0	13	5	1	3	1	0.2	4

6 entries already listed, arranged by their value in PLC-gamma1 inh, low to high.
cpd	Structure	ADAM17 inh	DDE Tn7 FP inh	ARFGAP1 inh	ASAP1 GAP inh	TDP2 inh	DDE Tn6 FP inh	LEDGF integ inh	PLC-gamma1 inh	proKLK7 act	ADAM10 inh
21	Cc1cc(C(=O)N/N=C/c2c(CO)cnc(C)c2O)c2ccccc2n1	-21	10	10	-5	-19	-6	-7	-37	-3.5	-62
7	Cc1ccc2nsnc2c1NC(=O)CCl	-8	2	0	-8	6	1	-2	-34	0.3	-15
17	COc1ccc(C(=O)c2c3ccc(C(F)(F)F)cc3[n+]([O-])n2CCCN)cc1	-3	-3	4	-8	-9	-8	-2	-5	1.3	-10
9	O=C(Cc1ccccc1)Nc1c(C(=O)N2CCCCCC2)cnn1-c1ccccc1	-5	0	8	-2	6	-1	0	0	-0.1	-10
16	O=C(NCCN1CCCC1)c1cccc(Cl)c1	-2	-6	-1	4	-1	5	1	2	0.2	-7
20	CCC(c1nnnn1C1CCCC1)N1CCC(C(N)=O)CC1 (configuration not stated)	0	10	-1	-7	-2	2	-6	4	0.2	-2

Other compounds follow.
cpd	Structure	ADAM17 inh	DDE Tn7 FP inh	ARFGAP1 inh	ASAP1 GAP inh	TDP2 inh	DDE Tn6 FP inh	LEDGF integ inh	PLC-gamma1 inh	proKLK7 act	ADAM10 inh
26	Cc1ccc(-c2nn(-c3ccccc3)cc2C2CC(c3ccccc3)=NN2C(=O)CCC(=O)O)cc1 (configuration not stated)	-1	-1	4	-2	22	3	1	0	-0.2	4
27	Cc1ccc(S(=O)(=O)N2CCN(c3ccccc3)CC2)cc1C(N)=O	0	3	-11	6	1	-1	3	1	-0.1	5
28	Nc1nc(Cl)nc2ncn(Cc3ccccc3)c12	-31	-6	21	-5	-6	3	2	-19	0.4	-94
29	COC(=O)C1=C(C)N(C)C(=NCC2CC2)NC1c1ccccc1 (configuration not stated)	-3	4	-4	-10	9	1	0	1	-0.4	-1
30	O=C(CSc1nc(-c2ccccc2)cc(=O)[nH]1)N1CCc2ccccc21	-4	-1	8	-14	-8	13	1	2	0.1	-4
31	Cc1csc(CN(C)C(=O)CC2C(=O)NCCN2Cc2ccc(Cl)c(F)c2)n1 (configuration not stated)	-4	2	-12	12	-8	6	2	-17	-0.9	-17
32	CCCCc1nc(SCC(=O)Nc2cccc(Cl)c2)n[nH]1	-5	2	16	7	5	1	-1	-2	-0.2	-3
33	COc1ccc(S(=O)(=O)N2CCCN(CC(=O)C(C)(C)C)CC2)cc1	1	-6	10	12	-7	-5	4	0	0.6	-2
34	CN(C)S(=O)(=O)c1ccc2c(c1)C(=NO)c1cc(S(=O)(=O)N(C)C)ccc1-2	-1	2	4	-11	-9	-3	6	-8	0.9	-8
35	COCCCNC(=S)NC1CC2CCCC(C1)N2Cc1ccco1 (configuration not stated)	0	-6	5	4	-4	-2	3	1	0.3	2
36	NC(=O)c1cc(Cl)ccc1OCC(=O)Nc1ccc2c(c1)OCO2	-5	0	1	1	10	-3	0	-5	-0.3	-25
37	Oc1c(C=NCc2ccc(F)cc2)[nH]c2ccc(Br)c(Cl)c12	0	9	7	-11	7	-1	2	-5	0.1	-5
38	O=C(CCC(=O)c1ccc(Oc2ccccc2)cc1)Nc1ccc(Cl)cc1Cl	-1	2	-8	5	2	-9	5	3	-0.4	-3
39	Nc1ncnc2c1ncn2[C@@H]1O[C@H](CNC(=O)[C@@H](N)Cc2ccc(C(=O)c3ccccc3)cc2)[C@@H](O)[C@H]1O	-5	2	11	6	-11	-4	-1	3	1.0	-10
40	CC(O)(c1cccc(F)c1)c1nc(-c2cc(F)cc(F)c2)cs1 (configuration not stated)	4	2	7	13	-6	-2	-4	0	0.4	5
41	CCOc1ccc(-n2c(=O)[nH]cc(C(=O)N3CCCc4ccccc43)c2=O)cc1	-6	1	-4	4	-3	3	3	0	0.7	3
42	CSc1nc(-c2ccc(Cl)cc2)nn1C(=O)c1ccco1	-2	0	5	-5	9	6	-1	2	0.4	4
43	Clc1nc(CN2CCCCC2)nc2sc3c(c12)CCC3	-4	5	7	7	3	2	-3	-3	0.4	-14
44	O=C(Nc1nccs1)C1CCN(S(=O)(=O)c2cccnc2)CC1	2	5	5	-12	5	2	-1	-2	-0.1	-11
45	O=C(CCl)Nc1c[nH]c(=O)[nH]c1=O	-1	-5	4	5	13	-1	-1	-1	-0.1	6
46	CC(=O)Nc1sc2c(c1C(c1cccc(F)c1)N1CCN(CCO)CC1)CCCC2 (configuration not stated)	2	-10	8	8	3	0	-1	3	-0.3	-3
47	Cc1ccc(S(=O)(=O)N2CCN(S(=O)(=O)N3CCC(C)CC3)CC2)c(C)c1	-1	-9	-4	-7	-8	4	6	4	0.3	1
48	Cc1nnc(N/N=C/C(C)c2ccccc2)[nH]c1=O (configuration not stated)	-3	5	-1	-6	4	2	1	-15	0.8	-14

Of the compounds above, 3 contain a nitro group on carbon:
cpd	Structure	ADAM17 inh	DDE Tn7 FP inh	ARFGAP1 inh	ASAP1 GAP inh	TDP2 inh	DDE Tn6 FP inh	LEDGF integ inh	PLC-gamma1 inh	proKLK7 act	ADAM10 inh
18	O=[N+]([O-])c1ccccc1SNc1ccccn1	4	-7	7	6	7	3	0	1	0.2	8
22	CC(CC(=O)Nc1ccc(F)c([N+](=O)[O-])c1)c1ccccc1 (configuration not stated)	1	5	13	9	0	3	-5	0	-0.4	6
23	O=c1c([N+](=O)[O-])c(N2CCCC2)c2ccccc2n1-c1ccccc1	-3	7	-2	3	-5	0	0	0	0.2	5
